Source: PubChem
NFkB transloc pot: enhancers of NFkB p65 translocation in HUVEC – imaging, IL-1B stimulus, high-content imaging, primary screen; HUVEC IL-1B NFkB p65 nuclear translocation imaging; activation, % at 2 µM; 94,000 tested, 0.3% active; AID 819, 2007;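 active = activation above 40%, about the mean plus 3 SD, also judged a hit on visual image review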;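 also: percent activation is computed from the nuclear over cytoplasmic p65 intensity ratio; values of inactives mirror those of a sister screen read the other way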
IL1B NFkB inh: inhibitors of IL-1B driven NFkB p65 nuclear import, primary screen, imaging, HUVEC, IL-1B stimulus, high-content imaging; 94,000 tested, 0.43% active; HUVEC IL-1B NFkB p65 nuclear translocation imaging; inhibition, % at 2 µM; AID 796, 2007;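 active = inhibition above about 30% together with a positive call from visual inspection of the well image, limit read from the data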;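 also: nuclear over cytoplasmic p65 intensity ratio measured by imaging; 0% = IL-1B stimulated DMSO wells and 100% = unstimulated DMSO wells; values of inactives mirror those of a sister screen read the other way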
MRP resist rev: reversal of MRP1-mediated doxorubicin resistance, primary screen, H69AR cells, doxorubicin co-treatment. differential viability (reversal), % at 10 µM. 85,000 tested, 0.04% active. H69AR cells + 2 uM doxorubicin, CellTiter-Glo, 72 h;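 active = viability drop by adding the cancer drug above about 55%, with treated viability meeting a 40% cutoff, limit read from the data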;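 also: viability without doxorubicin minus viability with 2 µM doxorubicin for each compound; larger differential means the compound sensitizes cells more to doxorubicin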
PLAP inhibitors HTS: PLAP enzyme inhibitors, biochemical, luminescence, HTS (AID 690); 96,000 tested, 0.08% active; Alkaline phosphatase, placental type (Homo sapiens); purified PLAP, luminescent substrate; higher % means a stronger effect; inhibition, % at 20 µM; hits with a dose series show IC50 in µM; in the data active = a potency from the dose series; inactive = the rest, 99 in 100 with inhibition below about 30%; also: strong numbers were not always called active
Bcl-B TR3 displacers: displacers of TR3 peptide from Bcl-B, primary screen, selectivity assay for Bfl-1 inhibitor project, biochemical, fluorescence polarization | FP displacement of FITC-TR3 peptide from Bcl-B; higher % means a stronger effect | one-dose displacement, % at 20 µM; IC50 in µM for titrated hits | 96,000 tested, 0.11% active;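 active = displacement above 50% at 20 µM plus a fluorescence interference ratio under 1.5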;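 also: plate controls were wells without compound for no effect and wells lacking Bcl-B protein for full effect; a part of the inactive calls stands beside numbers as strong as those of hits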
MRP resist rev cytotoxicity: also measured in MRP resist rev; calls as there; viability, %; H69AR cells, CellTiter-Glo, 72 h; measured here: cytotoxicity without doxorubicin
MRP resist rev with doxorubicin: recorded beside MRP resist rev, whose call it bears; viability, %; measured here: viability with 2 uM doxorubicin; stronger effect = lower value
IL1B NFkB inh cell count 2 µM: also measured in IL1B NFkB inh; calls as there; cell count; measured here: cells passing quality filter;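 raw number of nuclei counted in each imaged well without normalization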
NFkB transloc pot cell count 2 µM: further read-out of NFkB transloc pot, marked with its call; cell count; measured here: cells passing quality filter
Numbers without * were called inactive; nt = not tested or not shown. A portion of the library; rates above refer to the full screens.

1. COc1ccc(C(=O)N2CCCC(c3nc(-c4cc(OC)c(OC)c(OC)c4)no3)C2)cc1 (stereo unspecified)
2. Cc1ccc(C(C#N)N2CCOCC2)cc1 (stereo unspecified)
3. CCOC(=O)C1CCCN(C(=O)C2CCN(S(=O)(=O)CC)CC2)C1 (stereo unspecified)
4. CN(C)c1ccc(C2N(c3ccc(Cl)cc3)C(=O)C3CCCN32)cc1 (stereo unspecified)
5. COc1cc(OC)cc(-n2nnnc2SCC(=O)NCc2ccc3c(c2)OCO3)c1
6. COc1ccc(CNC(=S)N/N=C/c2ccc(OC)c(OC)c2)cc1
assay / compound	1	2	3	4	5	6
NFkB transloc pot	-14	-10	4	-10	1	-2
NFkB transloc pot cell count 2 µM	125	130	151	151	160	58
IL1B NFkB inh	14	10	-4	10	-1	2
IL1B NFkB inh cell count 2 µM	125	130	151	151	160	58
MRP resist rev	-13	nt	-9	10	3	nt
MRP resist rev cytotoxicity	35	nt	88	99	83	nt
MRP resist rev with doxorubicin	48	nt	97	88	80	nt
PLAP inhibitors HTS	-59%	nt	-10%	-58%	36%	-4%
Bcl-B TR3 displacers	-6%	3%	0%	-10%	-5%	6%

7. Nc1nc(Cn2nnc(-c3ccccc3F)n2)nc(N2CCOCC2)n1
8. O=C1c2cccnc2C(Nc2ccc(S(=O)(=O)N3CCCCC3)cc2)N1Cc1ccccc1 (stereo unspecified)
9. O=C(O)c1ccc(COc2c(F)c(F)cc(F)c2F)cc1
10. CCN1CCN(Cc2ccc3c(c2)Cc2ccccc2-3)CC1
11. CCCNC(=O)C(Cc1ccccc1)NS(=O)(=O)c1cccc2nsnc12 (stereo unspecified)
12. O=C(NCc1ccccc1)C(c1ccncc1)N(C(=O)c1csnn1)C1CC1 (stereo unspecified)
assay / compound	7	8	9	10	11	12
NFkB transloc pot	nt	nt	5	nt	27	-20
NFkB transloc pot cell count 2 µM	nt	nt	147	nt	75	163
IL1B NFkB inh	nt	nt	-5	nt	-24	20
IL1B NFkB inh cell count 2 µM	nt	nt	147	nt	75	163
MRP resist rev	nt	6	-2	8	17	6
MRP resist rev cytotoxicity	nt	85	109	88	94	107
MRP resist rev with doxorubicin	nt	78	111	79	78	101
PLAP inhibitors HTS	-3%	5%	-6%	-16%	3%	-3%
Bcl-B TR3 displacers	-15%	4%	0%	0%	-8%	-7%

Profiles, looked up by structure.
CCCNC(=O)C(Cc1ccccc1)NS(=O)(=O)c1cccc2nsnc12 (stereo unspecified) across the screens: NFkB transloc pot = 27; NFkB transloc pot cell count 2 µM = 75; IL1B NFkB inh = -24; IL1B NFkB inh cell count 2 µM = 75; MRP resist rev = 17; MRP resist rev cytotoxicity = 94; MRP resist rev with doxorubicin = 78; PLAP inhibitors HTS = 3%; Bcl-B TR3 displacers = -8%
O=C1c2cccnc2C(Nc2ccc(S(=O)(=O)N3CCCCC3)cc2)N1Cc1ccccc1 (stereo unspecified) across the screens: NFkB transloc pot = nt; NFkB transloc pot cell count 2 µM = nt; IL1B NFkB inh = nt; IL1B NFkB inh cell count 2 µM = nt; MRP resist rev = 6; MRP resist rev cytotoxicity = 85; MRP resist rev with doxorubicin = 78; PLAP inhibitors HTS = 5%; Bcl-B TR3 displacers = 4%

Carrying on.
13. Cc1ccc(C(=O)Cn2nnc3c(sc4nc5c(c(-c6ccccc6)c43)CCC5)c2=O)cc1
14. CCCN(CCC)C(=O)C1c2ccccc2Oc2ccccc21
15. O=C1CC(N2CCN(c3ccccc3Cl)CC2)C(=O)N1c1cccc(F)c1 (stereo unspecified)
16. O=C(/C=C/c1ccccc1)NC(=S)Nc1cccnc1
17. Cc1nc(NC(=O)c2ccccc2)sc1-c1csc(NCc2ccccc2)n1
18. O=C(OC(C(=O)NCC1CCCO1)c1ccc(F)cc1)c1cccs1 (stereo unspecified)
assay / compound	13	14	15	16	17	18
NFkB transloc pot	nt	8	19	-2	16	-6
NFkB transloc pot cell count 2 µM	nt	170	156	180	187	137
IL1B NFkB inh	nt	-8	-19	2	-16	6
IL1B NFkB inh cell count 2 µM	nt	170	156	180	187	137
MRP resist rev	nt	7	-10	nt	-12	nt
MRP resist rev cytotoxicity	nt	86	92	nt	54	nt
MRP resist rev with doxorubicin	nt	79	102	nt	66	nt
PLAP inhibitors HTS	-3%	3%	-5%	6%	-41%	nt
Bcl-B TR3 displacers	-8%	6%	0%	5%	-3%	nt

19. OC(COc1ccccc1)CN1CCOCC1 (stereo unspecified)
20. CN=C(Nc1ccc(C(=O)OC)cc1)SC1CC(=O)N(c2ccccc2F)C1=O (stereo unspecified)
21. Cn1cc(CN2CCc3ccccc3C2)c2ccccc21
22. CC(C)n1nnnc1SCC(=O)NCCc1ccccc1
23. CCN(C1CCCCC1)S(=O)(=O)c1ccc(S(=O)(=O)NCCc2ccncc2)cc1
24. CCCC(=O)Nc1cccc(Oc2nc(C)cc(C)c2C#N)c1
assay / compound	19	20	21	22	23	24
NFkB transloc pot	15	-1	-1	-8	nt	9
NFkB transloc pot cell count 2 µM	121	119	142	154	nt	101
IL1B NFkB inh	-15	1	1	8	nt	-8
IL1B NFkB inh cell count 2 µM	121	119	142	154	nt	101
MRP resist rev	1	nt	-9	13	-2	14
MRP resist rev cytotoxicity	90	nt	70	107	79	98
MRP resist rev with doxorubicin	89	nt	79	94	81	84
PLAP inhibitors HTS	nt	1%	-70%	-6%	12%	-16%
Bcl-B TR3 displacers	nt	0%	11%	3%	-6%	-18%

25. Cc1cc2c(cc(C(=O)OCC(=O)NCc3cccs3)n2C(C)C)o1
26. CN(C)/C=C1\C(=O)N(c2ccc([N+](=O)[O-])cc2)N=C1c1ccccc1
27. Cc1cc(NC(=O)CSc2nnc(-c3cccnc3)n2N)no1
28. CC1CC(C(F)F)n2nc(C(=O)Nc3sc4c(c3C#N)CCC(C(C)(C)C)C4)nc2N1 (stereo unspecified)
29. CNc1nc(Nc2ccc(C(C)=O)cc2)nc(OC(C(F)(F)F)C(F)(F)F)n1
30. CC1CN(S(=O)(=O)N(C)C)CCN1S(=O)(=O)N(C)C (stereo unspecified)
assay / compound	25	26	27	28	29	30
NFkB transloc pot	-24	-6	14	6	8	2
NFkB transloc pot cell count 2 µM	146	122	197	79	118	22
IL1B NFkB inh	24	6	-14	-6	-8	-2
IL1B NFkB inh cell count 2 µM	146	122	197	79	118	22
MRP resist rev	-11	nt	1	-5	nt	25
MRP resist rev cytotoxicity	27	nt	92	18	nt	107
MRP resist rev with doxorubicin	38	nt	91	23	nt	82
PLAP inhibitors HTS	7%	-1%	3%	nt	-7%	6%
Bcl-B TR3 displacers	-11%	-1%	13%	nt	-1%	-6%

31. COC(=O)c1c(NC(=O)C2CC=CCC2C(=O)O)sc(C)c1C (stereo unspecified)
32. Cc1ccc(Nc2nc(C(=O)N3CCC(C(=O)NCCN4CCOCC4)CC3)cs2)cc1
33. Cc1c(C(=O)NCC2CCCO2)oc2ccc3c(c12)C(=O)CC(C)(C)O3 (stereo unspecified)
34. O=C1c2cccc3cccc(c23)C(=O)N1c1ccc2ncccc2c1
35. Cc1c(C(=O)Nc2ccc(F)c(F)c2)oc2ccc(S(=O)(=O)N3CCCCC3)cc12
36. COC(=O)Cc1c(C)nc2nc(-c3cccnc3)[nH]n2c1=O
assay / compound	31	32	33	34	35	36
NFkB transloc pot	22	-8	2	-3	nt	nt
NFkB transloc pot cell count 2 µM	139	106	96	133	nt	nt
IL1B NFkB inh	-22	8	-2	3	nt	nt
IL1B NFkB inh cell count 2 µM	139	106	96	133	nt	nt
MRP resist rev	5	7	nt	-11	8	-3
MRP resist rev cytotoxicity	83	99	nt	109	83	83
MRP resist rev with doxorubicin	78	92	nt	120	75	86
PLAP inhibitors HTS	-36%	-66%	-1%	nt	-1%	-25%
Bcl-B TR3 displacers	5%	0%	-2%	nt	2%	-7%

37. O=C(Cn1cccc1)Nc1ccc(F)cc1F
38. Cn1c(CN2CCC(C(N)=O)CC2)c(C#N)c2ccccc21
39. Cc1cc2c3c(c1)C1(C(=O)N3C(C)(C)CC2C)C(C#N)=C(N)Oc2n[nH]c(C)c21 (stereo unspecified)
40. CC(c1ccco1)N(C(=O)COc1ccc(Cl)cc1Cl)c1ccccn1 (stereo unspecified)
41. CC(C)Cn1cnc2c1c(=O)n(CC(=O)Nc1ccc3c(c1)OCO3)c(=O)n2Cc1ccccc1
42. Cc1cccc(CCNS(=O)(=O)c2ccc(S(=O)(=O)N3CCC(C)CC3)cc2)c1
assay / compound	37	38	39	40	41	42
NFkB transloc pot	-16	8	nt	-10	-33	-2
NFkB transloc pot cell count 2 µM	106	157	nt	123	29	103
IL1B NFkB inh	16	-8	nt	10	33*	2
IL1B NFkB inh cell count 2 µM	106	157	nt	123	29*	103
MRP resist rev	6	16	-49	6	30	-15
MRP resist rev cytotoxicity	93	98	20	84	86	92
MRP resist rev with doxorubicin	87	82	69	78	56	108
PLAP inhibitors HTS	16%	nt	-71%	9%	1%	nt
Bcl-B TR3 displacers	-8%	nt	-7%	6%	0%	nt

43. Cc1ccc(N/C(CSC(N)=O)=N/S(=O)(=O)c2ccccc2)cc1
44. CCn1cc(/C=C(/C#N)S(=O)(=O)c2ccccc2)cn1
45. N#Cc1nc(COc2ccccc2F)oc1NCCc1ccccc1
46. CC(=O)c1cccc(NC(=O)c2cnn3ccccc23)c1
47. CSCC[C@H](NC(=O)OC(C)(C)C)C(=O)N/N=C/c1c(C)[nH]c(=O)[nH]c1=O
48. COc1ccc(Cl)cc1NC(=O)CN(C1CCCCC1)S(C)(=O)=O
assay / compound	43	44	45	46	47	48
NFkB transloc pot	-10	-4	-8	nt	7	4
NFkB transloc pot cell count 2 µM	162	77	116	nt	152	124
IL1B NFkB inh	10	4	8	nt	-7	-4
IL1B NFkB inh cell count 2 µM	162	77	116	nt	152	124
MRP resist rev	-7	-5	-2	-4	nt	-17
MRP resist rev cytotoxicity	102	95	79	77	nt	59
MRP resist rev with doxorubicin	109	100	80	81	nt	76
PLAP inhibitors HTS	15%	-13%	11%	21%	-123%	15%
Bcl-B TR3 displacers	-2%	-11%	-7%	-4%	0%	-11%

49. O=C(COC(=O)c1cccs1)NCc1ccccc1
50. Cc1ccc(NC(=O)CN(C)S(=O)(=O)c2cccs2)cc1C
51. CCOC(=O)C1=C(C)Nc2nnnn2C1c1cccnc1 (stereo unspecified)
52. CCOC(=O)C(C(=O)OCC)C(=O)c1cc(OC)c(OC)c(OC)c1
53. COc1cc(CNc2ccccc2SC)cc(OC)c1OC
54. CCSc1nc2c(c(=O)[nH]c(=O)n2C)n1C/C=C(/C)Cl
55. O=C(CSC1=NCCS1)Nc1ccc(S(=O)(=O)NC2CCCCC2)cc1
56. Cn1c(=O)c2nc(Cl)n(Cc3ccc(Cl)cc3Cl)c2n(C)c1=O
57. CN(CCC#N)C(=O)COC(=O)c1ccc(Cl)c(S(N)(=O)=O)c1
assay / compound	49	50	51	52	53	54	55	56	57
NFkB transloc pot	5	19	7	17	17	4	8	-10	17
NFkB transloc pot cell count 2 µM	106	189	191	166	173	141	163	166	154
IL1B NFkB inh	-5	-19	-7	-17	-17	-4	-8	10	-17
IL1B NFkB inh cell count 2 µM	106	189	191	166	173	141	163	166	154
MRP resist rev	-9	3	14	15	-19	-11	-8	2	0
MRP resist rev cytotoxicity	89	93	91	98	58	67	95	88	96
MRP resist rev with doxorubicin	99	90	77	82	77	78	103	87	97
PLAP inhibitors HTS	11%	37%	-6%	-25%	-48%	-20%	41%	nt	14%
Bcl-B TR3 displacers	-4%	-4%	-12%	-7%	12%	-3%	-6%	nt	1%
